# FEN1 inh – human FEN1 inhibition. Potency, µM (doses to about 114 µM), inactives show at the highest dose activity change, negative = inhibition, actives largely listed as inhibitors. AID 588795. P39748. hit rate 0.35% among 390,000. Recombinant FEN1 flap cleavage, fluorescence, 15 min; further: nearly all actives have a fitted effect of over 65% in size
# Target sequence (P39748 whole entry, looked up): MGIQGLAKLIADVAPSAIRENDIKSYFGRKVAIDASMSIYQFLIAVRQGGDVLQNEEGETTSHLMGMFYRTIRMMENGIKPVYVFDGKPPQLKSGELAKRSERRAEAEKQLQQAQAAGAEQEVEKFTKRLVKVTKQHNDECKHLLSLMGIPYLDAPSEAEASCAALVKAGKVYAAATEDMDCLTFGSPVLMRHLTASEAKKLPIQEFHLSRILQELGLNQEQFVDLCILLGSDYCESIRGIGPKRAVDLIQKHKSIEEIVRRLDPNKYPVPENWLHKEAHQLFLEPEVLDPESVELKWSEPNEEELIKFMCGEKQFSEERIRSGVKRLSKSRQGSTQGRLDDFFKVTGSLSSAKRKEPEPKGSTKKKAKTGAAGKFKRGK
#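 Enzyme 10 nM, 15 min RT preincubation with compound; start with substrate 50 nM final; reads at 0 and 15 min; qHTS titration, four-parameter Hill fit.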
# KAT2A inh – GCN5L2 (KAT2A) acetyltransferase inhibition | GCN5L2 HAT assay, ThioGlo1 CoA-SH fluorescence | hit rate 0.21% among 390,000 | Q92830 | Potency, µM (titrated, usually from 58.9 µM), without a hit: at the top dose activity change, negative = inhibition, hits mostly inhibitors
#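 Free CoA generated was detected with ThioGlo1 (50uM) fluorescence at Ex340nm/Em540nm, read immediately and after 20 min at room temperature. Enzyme, 20 nM in HEPES pH 7.5 buffer, saw compounds 15 min before adding 75uM H3(1-25) peptide and 70uM acetyl-CoA.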
# N370S GC mod – inhibits or activates N370S mutant glucocerebrosidase. N370S GC spleen homogenate, 4MU-glucoside fluorescence. Potency, µM (highest dose often 59.4 µM), without a hit: at the highest dose activity change, negative = inhibition, actives largely listed as inhibitors. hit rate 0.092% among 330,000. AID 2101;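 further: 0% = full enzyme activity and -100% = no enzyme basal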
# Starred values were filed as active, the others as inactive; ? = inconclusive; / = no result given; & = joins results of further samples; [ ] = remark or other dose. The call rests on the fitted dose curve; in most records, active means well fitted curve in the direction sought with a large enough effect; inconclusive means small, poorly fitted or top-dose-only effect, or another doubt; inactive means no such curve, though single readings can be large; an effect the other way counts as inactive or inconclusive. Unless noted, on the % scale 0 is the no-effect control and ±100 the full control effect; potency means the concentration at half of the fitted maximal effect.
SMILES,FEN1 inh,KAT2A inh,N370S GC mod
CCOC(=O)C(C(=O)Nc1ccccn1)C1CCCCC1 (stereo not given),3.0%,-2.3%,0.4%
CCOc1ccc(C(=O)Nc2nnc(SCc3cc(=O)n4ccccc4n3)s2)cc1,-1.4%,-5.3%,/
CCCCN1CCc2[nH]c(=S)[nH]c(=O)c2C1,-2.3%,-1.3%,9.7%
Cc1cc(=O)oc2cc(OCC(=O)Nc3nnc(CC(C)C)s3)ccc12,4.8%,?,-24.5%
C[C@@H]1CN([C@H](C)CO)C(=O)c2cccc(NC(=O)c3ccncc3)c2O[C@@H]1CN(C)Cc1ccc(C(=O)O)cc1,16.0%,0.9%,/
COc1ccc(C2CC(=O)c3cc(-c4nc(-c5cccc([N+](=O)[O-])c5)cs4)c(=O)n(-c4cccc(C)c4)c3C2)cc1 (stereo not given),14.8%,-4.5%,/
CCC(CC)C(=O)Nc1cc(C)cc(C)c1,-16.8%,-12.9%,-4.0%
CCCn1nc(C(=O)Nc2cccc(C(=O)OC)c2)c2ccccc2c1=O,-11.5%,-7.4%,14.6%
Cc1ccc(-c2nnn(CC(=O)N(CCO)C(C(=O)NC3CCCCC3)c3ccncc3)n2)o1 (stereo not given),-1.3%,-0.9%,-0.3%
CCC(=O)N1CCc2cc(Br)cc(S(=O)(=O)N3CCCC(C(=O)NCc4ccccc4)C3)c21 (stereo not given),79.4µM*,-1.2%,/
CCOC(=O)C1CCCN(S(=O)(=O)c2ccc3c(c2)CCCN3C(C)=O)C1 (stereo not given),-8.5%,12.3%,/
O=C(CN1C(=O)c2ccccc2S1(=O)=O)Nc1ccc([N+](=O)[O-])cc1,-3.0%,-6.5%,/
CCOC(=O)c1nnn(-c2nonc2N)c1CN(C)C1CCCCC1,-2.0%,5.1%,0.0%
CC1=CC(C)C2C(=O)N(c3ccccc3)C(=O)C2C1 (stereo not given),34.5%,0.8%,-0.4%
COC(=O)N/N=C/C1=C[N+](=O)c2ccccc2[N+]1=O,/,35.6%[activator],-5.0%
CC(OC(=O)c1ccc(NS(=O)(=O)c2ccc3[nH]c(=O)[nH]c3c2)cc1)C(=O)Nc1ccc(Cl)cc1 (stereo not given),-9.3%,-7.2%,?
Cc1cc(=O)[nH]c2ccc(S(=O)(=O)Nc3ccc(O)cc3)cc12,-1.5%,2.2%,?
CCOc1ccc(N2CC(C(=O)Nc3ccc(F)cc3F)CC2=O)cc1 (stereo not given),2.5%,-2.0%,-23.4%
COc1cccc(OCc2cc(C(=O)N3CCN(c4ccccc4OC)CC3)no2)c1,-0.1%,-8.4%,-7.8%
Cc1cc(C(=O)CSc2nnc(-c3ccco3)o2)c(C)n1-c1ccc2c(c1)OCCO2,-17.0%,-7.4%,0.7%
COc1cc(OC)c(OC)cc1/C=N/Nc1ncnc2c1[nH]c1ccccc12,-3.5%,-21.4%,10.3%
CCCCNc1cc(=O)oc2ccccc12,-8.5%,-1.4%,3.3%
Cc1csc(=O)n1CC(=O)OCc1nnc(-c2ccc(Cl)cc2)o1,20.2%,-15.4%,-13.0%
O=C(NCc1ccco1)C12CN(Cc3ccccc3)CC1C(c1ccc([N+](=O)[O-])cc1)=NO2 (stereo not given),7.4%,?,-13.5%
CCOC(=O)N1CCC(NC(=O)c2oc3c(F)cccc3c2C)CC1,-7.8%,-2.5%,1.7%

# (list continues)
SMILES,FEN1 inh,KAT2A inh,N370S GC mod
Cc1ccc(C(=O)N/C(=C/c2cccs2)C(=O)NCc2ccco2)cc1,-1.4%,-1.7%,-3.4%
Cc1cccc2cc(CN(Cc3ccco3)C(=O)c3ccco3)c(=O)[nH]c12,7.9%,1.4%,-4.4%
CCOC(=O)c1ccccc1NC(=O)c1ccccc1NS(C)(=O)=O,2.1%,1.8%,19.2%
COc1cccc(CN(C)C(=O)C2CC(=O)N(c3ccc4c(c3)OCCO4)C2)c1 (stereo not given),4.6%,2.3%,1.6%
Cc1nc(N2CCOCC2)sc1C(=O)NN,-8.4%,-12.3%,-7.3%
COc1ccc(/C(C)=N/NC(=O)CNC(=O)c2ccco2)cc1,-2.4%,-3.4%,-2.7%
CCN1C(=O)c2ccccc2S(=O)c2ccc(C(=O)N3CCN(C(=O)c4ccco4)CC3)cc21 (stereo not given),-2.6%,-7.1%,-6.1%
Cc1ccc(N2CC(C)Cn3c2nc2c3c(=O)n(CC(=O)OCc3ccccc3)c(=O)n2C)cc1C (stereo not given),-6.8%,1.9%,?
COC(=O)c1ccc(NC(=O)Cc2ccccc2)cc1,6.2%,-2.2%,10.8%
COc1ccc(NC(=O)CCN2CCCCCC2)cc1,-4.1%,-5.7%,9.8%
COc1ccc(Cn2nnnc2C(c2ccccc2Cl)N2CCC(C(N)=O)CC2)cc1 (stereo not given),-5.6%,35.0%,3.6%
O=S(=O)(NCCCCCCc1ccccc1)c1cccc2c(Cl)cccc12,/,-21.2%,4.6%
Cc1c(C)c2ccc(OCC(=O)N3CCC[C@@H]3C(=O)O)c(C)c2oc1=O,-14.9%,-5.6%,0.7%
Cc1cc(C(=O)NCCCOC(C)C)c2ccccc2n1,12.1%,-12.3%,7.2%
Cc1ccc(-n2nc(C(=O)N3CCCCC3)c(=O)n(C)c2=O)cc1,2.3%,-10.5%,/
COc1ccc(CCNC(=O)[C@H](C)NC(=O)[C@@H]2CSC3c4ccccc4C(=O)N32)cc1 (stereo not given in full),-10.9%,?,-1.5%
COc1ccc(C(=O)C2CCCN(Cc3ccc4nonc4c3)C2)c(OC)c1 (stereo not given),1.5%,-18.6%,-18.7%
CCOc1ccc(C(=O)OC2CCN(C)CC2)cc1,0.2%,0.3%,4.0%
O=C(OC(C(=O)NCc1cccs1)c1ccccc1F)c1ccco1 (stereo not given),-7.5%,-3.8%,6.3%
O=C(c1ccc2nc[nH]c2c1)N1CCc2ccccc2C1,-5.8%,-2.1%,-9.1%
CCCCN=Cc1c(C)[nH]n(-c2ccccc2)c1=S,0.9%,?,-11.7%
O=C(O)c1cccc(Nc2nc3ccccc3nc2NS(=O)(=O)c2cccs2)c1,7.1%,-9.9%,-13.5%
C[C@H]1COC(=O)[C@H](Cc2ccc(F)cc2)CC/C=C/C[C@@H](CC(=O)N[C@@H](CO)Cc2ccccc2)C(=O)N1,-13.6%,4.1%,/
Cc1cccc(/C=C(\C(=O)C(=O)O)c2ccc3ccccc3n2)c1,9.1%,0.3%,11.3%
COc1cc(C(=O)NCCc2ccccc2)ccc1OCC(=O)N1CCOCC1,-4.0%,-8.3%,/

# Continuation:
SMILES,FEN1 inh,KAT2A inh,N370S GC mod
c1ccc(N2CCOCCOCCOCCOCC2)cc1,9.3%,-8.4%,-2.0%
CCCn1c(=O)c2ccccc2n2c(SCc3nc4ccccc4s3)nnc12,-19.8%,-1.1%,7.4%[2.35 µM]
Cc1cccc(N2CCN(C(=O)C3CCCN(S(=O)(=O)c4ccc5c(c4)oc(=O)n5C)C3)CC2)c1C (stereo not given),-10.2%,-1.5%,/
COc1cc2c(cc1OC)/C(=C/C(=O)c1ccc(C)cc1)NCC2,-17.3%,-6.1%,-8.7%
COc1cccc(N=Cc2c[nH][nH]c2=O)c1,0.0%,-14.8%,10.1%
CCCOc1ccc(-c2nnn(CC(=O)Nc3cccc(C(=O)OC)c3)n2)cc1,-2.2%,-0.7%,-11.1%
COc1ccccc1CNC(=O)C1CCN(C(=O)[C@@H]2Cc3ccccc3CN2)CC1,7.5%,-4.7%,-12.1%
Cc1c(C(=O)Nc2ccc(F)c(F)c2)oc2ccc(S(=O)(=O)N3CCC4(CC3)OCCO4)cc12,-5.1%,-9.3%,/
CCc1cc2c(=O)n(-c3ccc(Br)cc3)cnc2s1,5.8%,-1.7%,3.2%
CCOc1ccc(CNC(=O)CCC(=O)N2CCSc3ccccc32)cc1,-19.9%&-6.5%,-7.1%&0.1%,-3.1%
O=C(c1ccc2c(c1)OCO2)N1CCC2(CC1)Oc1ccc(Cl)cc1C(=O)C21CC(c2ccccc2)=NO1 (stereo not given),-5.3%,16.0%,10.4%
Cc1ccc(NC(=O)CCC(=O)N/N=C/c2cccs2)cc1C,5.0%,3.8%,7.5%
CCCC(=O)Nc1ccc(N2CCN(C(=O)c3cc4ccccc4o3)CC2)cc1,-1.8%,-1.0%,0.6%
O=C(NC(=O)c1ccccc1Cl)Nc1ccc(-c2cnco2)cc1,-2.4%,-4.0%,-4.5%
CC(C)C(=O)NC(=O)COC(=O)/C=C/c1cccs1,-2.3%,-13.6%,8.7%
O=C(CSc1ccc(Cl)cc1)Nc1cccc(-c2nnc(-c3ccco3)o2)c1,-13.4%,40.1%[activator],-4.1%
CNC(=O)c1ccsc1NC(=O)CN1C(=O)CCC1=O,-11.1%,?,11.1%
CCOC(=O)Cc1nn(C)c(=O)c2ccccc12,-8.2%,-7.2%,3.2%
O=C(Nc1ccc2c(c1)OCCO2)C1CCN(C(=O)c2ccc([N+](=O)[O-])cc2)CC1,-9.3%,2.8%,6.9%
Cc1cc(NC(=O)Nc2nnc(N3CCCCCC3)s2)ccc1Br,-1.3%,1.6%,/
Oc1ccc(-n2cccc2/C=N/n2cnnc2)cc1,14.0%,1.6%,0.8%
S=c1[nH]nc(-c2ccncc2)n1/N=C/c1cn(-c2ccccc2)nc1-c1ccc(Cl)cc1,0.0%,25.7%,-2.5%
Cc1c(Cl)cccc1NC(=O)c1ncn(-c2ccccc2)n1,1.1%,-14.1%,/
C=CCCC(=O)Nc1nc(C)c(-c2csc(Nc3ccc(Cl)cc3Cl)n2)s1,6.5%,-11.5%,-9.9%
COc1ccc(OC)c(NC(=O)C2CCCN(S(=O)(=O)c3ccc4[nH]c(=O)ccc4c3)C2)c1 (stereo not given),3.5%,1.2%,/
Cc1ccsc1/C=C1\SC(N)=NC1=O,-6.8%,?,0.5%
C/C(=N\NC(=O)c1cccc(S(=O)(=O)N2CCCC2)c1)c1ccco1,0.3%,-3.2%,0.2%
Cc1nc(N)sc1Cc1ccc2c(c1)OCO2,11.6%,-3.1%,-1.4%
COCCC(=O)N1CCC(C(=O)Nc2ccc(Oc3ccccc3)nc2)CC1,-12.3%,-2.0%,-5.1%

# Entries from the list above that contain four or more nitrogen atoms:
SMILES,FEN1 inh,KAT2A inh,N370S GC mod
CCOc1ccc(C(=O)Nc2nnc(SCc3cc(=O)n4ccccc4n3)s2)cc1,-1.4%,-5.3%,/
C[C@@H]1CN([C@H](C)CO)C(=O)c2cccc(NC(=O)c3ccncc3)c2O[C@@H]1CN(C)Cc1ccc(C(=O)O)cc1,16.0%,0.9%,/
Cc1ccc(-c2nnn(CC(=O)N(CCO)C(C(=O)NC3CCCCC3)c3ccncc3)n2)o1 (stereo not given),-1.3%,-0.9%,-0.3%
CCOC(=O)c1nnn(-c2nonc2N)c1CN(C)C1CCCCC1,-2.0%,5.1%,0.0%
COC(=O)N/N=C/C1=C[N+](=O)c2ccccc2[N+]1=O,/,35.6%[activator],-5.0%
CC(OC(=O)c1ccc(NS(=O)(=O)c2ccc3[nH]c(=O)[nH]c3c2)cc1)C(=O)Nc1ccc(Cl)cc1 (stereo not given),-9.3%,-7.2%,?
COc1cc(OC)c(OC)cc1/C=N/Nc1ncnc2c1[nH]c1ccccc12,-3.5%,-21.4%,10.3%
O=C(NCc1ccco1)C12CN(Cc3ccccc3)CC1C(c1ccc([N+](=O)[O-])cc1)=NO2 (stereo not given),7.4%,?,-13.5%
Cc1nc(N2CCOCC2)sc1C(=O)NN,-8.4%,-12.3%,-7.3%
Cc1ccc(N2CC(C)Cn3c2nc2c3c(=O)n(CC(=O)OCc3ccccc3)c(=O)n2C)cc1C (stereo not given),-6.8%,1.9%,?
COc1ccc(Cn2nnnc2C(c2ccccc2Cl)N2CCC(C(N)=O)CC2)cc1 (stereo not given),-5.6%,35.0%,3.6%
Cc1ccc(-n2nc(C(=O)N3CCCCC3)c(=O)n(C)c2=O)cc1,2.3%,-10.5%,/
O=C(O)c1cccc(Nc2nc3ccccc3nc2NS(=O)(=O)c2cccs2)c1,7.1%,-9.9%,-13.5%
CCCn1c(=O)c2ccccc2n2c(SCc3nc4ccccc4s3)nnc12,-19.8%,-1.1%,7.4%[2.35 µM]
Cc1cccc(N2CCN(C(=O)C3CCCN(S(=O)(=O)c4ccc5c(c4)oc(=O)n5C)C3)CC2)c1C (stereo not given),-10.2%,-1.5%,/
CCCOc1ccc(-c2nnn(CC(=O)Nc3cccc(C(=O)OC)c3)n2)cc1,-2.2%,-0.7%,-11.1%
Cc1cc(NC(=O)Nc2nnc(N3CCCCCC3)s2)ccc1Br,-1.3%,1.6%,/
Oc1ccc(-n2cccc2/C=N/n2cnnc2)cc1,14.0%,1.6%,0.8%
S=c1[nH]nc(-c2ccncc2)n1/N=C/c1cn(-c2ccccc2)nc1-c1ccc(Cl)cc1,0.0%,25.7%,-2.5%
Cc1c(Cl)cccc1NC(=O)c1ncn(-c2ccccc2)n1,1.1%,-14.1%,/
C=CCCC(=O)Nc1nc(C)c(-c2csc(Nc3ccc(Cl)cc3Cl)n2)s1,6.5%,-11.5%,-9.9%

# Some of the compounds tested, so the mix of outcomes need not match the whole.
